Assay outcomes: PubChem, several laboratories
bovine MsrA act: bovine MsrA enzyme activators, primary screen, biochemical, absorbance, HTS | Methionine sulfoxide reductase A (Bos taurus) | purified bovine MsrA, absorbance read-out | activation, % at 10.6 µM | 360,000 tested, 0.3% active | AID 602163, 2012; in the data active means activation above about 7.5%;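 further: 0% = vehicle and 100% = reference activator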
SKN-1 inh: suppressors of acrylamide-induced Pgst-4::GFP reporter in worms, primary screen, SKN-1 inhibitor project, whole organism, uHTS, GFP/RFP fluorescence ratio, strain VP596; C. elegans VP596 Pgst-4::GFP/RFP ratio, 24 h; AID 624304, 2012; 360,000 tested, 0.49% active; inhibition, % at 21.8 µM;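 active means interference check ratio from 0.5 to 1.5 plus GFP to RFP signal ratio inhibition reaching or exceeding a fixed threshold, cut at about 30% in these data, passing the limit was not always enough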; further: some compounds called inactive have numbers as strong as hits
MsrA inhibitor: bovine MsrA enzyme inhibitors, primary screen, biochemical, absorbance, HTS. AID 651718, 2012. inhibition, % at 15.5 µM. purified bovine MsrA, absorbance read-out. Methionine sulfoxide reductase A (Bos taurus). 360,000 tested, 0.75% active; in the data active means inhibition above about 4.5%;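 further: 0% = vehicle wells with enzyme and 100% = reference inhibitor wells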
Tb MetRS inh: T. brucei MetRS inhibitors, primary screen, biochemical, luminescence; methionyl-tRNA synthetase (Trypanosoma brucei brucei); purified T. brucei MetRS, ATP depletion, Kinase-Glo luminescence; inhibition, % at 11.9 µM; 360,000 tested, 0.4% active;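 active means inhibition above a per-plate cutoff of the control wells' mean inhibition plus 3 SD, cut at about 5.5% in these data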;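 further: 0% = DMSO wells median and 100% = median of wells with control inhibitor compound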
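Test system – parasite MetRS enzyme · Reagent – substrates ATP, L-methionine and bulk Escherichia coli tRNA · Doses – 11.9 µM compound single dose, 0.9% DMSO · Times – 15 min enzyme-compound preincubation, 2 h reaction, 10 min detection, 25 °C · Signal – Kinase-Glo luminescence, ATP depletion format · Controls – DMSO-only wells as low control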
FAS TE block: FAS thioesterase domain inhibitors, primary screen, biochemical, fluorescence intensity, uHTS | recombinant FAS-TE, OMFH fluorogenic substrate, fluorescence endpoint | inhibition, % at 15 µM | 360,000 tested, 0.67% active | Fatty acid synthase (Homo sapiens), P49327;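 active means compounds whose normalised, plate-corrected inhibition of enzyme fluorescence in the single-dose primary screen is 50% or more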;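 further: 0% = DMSO with enzyme and 100% = substrate without enzyme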
Target sequence (P49327 whole entry, looked up, the tested form may be a part): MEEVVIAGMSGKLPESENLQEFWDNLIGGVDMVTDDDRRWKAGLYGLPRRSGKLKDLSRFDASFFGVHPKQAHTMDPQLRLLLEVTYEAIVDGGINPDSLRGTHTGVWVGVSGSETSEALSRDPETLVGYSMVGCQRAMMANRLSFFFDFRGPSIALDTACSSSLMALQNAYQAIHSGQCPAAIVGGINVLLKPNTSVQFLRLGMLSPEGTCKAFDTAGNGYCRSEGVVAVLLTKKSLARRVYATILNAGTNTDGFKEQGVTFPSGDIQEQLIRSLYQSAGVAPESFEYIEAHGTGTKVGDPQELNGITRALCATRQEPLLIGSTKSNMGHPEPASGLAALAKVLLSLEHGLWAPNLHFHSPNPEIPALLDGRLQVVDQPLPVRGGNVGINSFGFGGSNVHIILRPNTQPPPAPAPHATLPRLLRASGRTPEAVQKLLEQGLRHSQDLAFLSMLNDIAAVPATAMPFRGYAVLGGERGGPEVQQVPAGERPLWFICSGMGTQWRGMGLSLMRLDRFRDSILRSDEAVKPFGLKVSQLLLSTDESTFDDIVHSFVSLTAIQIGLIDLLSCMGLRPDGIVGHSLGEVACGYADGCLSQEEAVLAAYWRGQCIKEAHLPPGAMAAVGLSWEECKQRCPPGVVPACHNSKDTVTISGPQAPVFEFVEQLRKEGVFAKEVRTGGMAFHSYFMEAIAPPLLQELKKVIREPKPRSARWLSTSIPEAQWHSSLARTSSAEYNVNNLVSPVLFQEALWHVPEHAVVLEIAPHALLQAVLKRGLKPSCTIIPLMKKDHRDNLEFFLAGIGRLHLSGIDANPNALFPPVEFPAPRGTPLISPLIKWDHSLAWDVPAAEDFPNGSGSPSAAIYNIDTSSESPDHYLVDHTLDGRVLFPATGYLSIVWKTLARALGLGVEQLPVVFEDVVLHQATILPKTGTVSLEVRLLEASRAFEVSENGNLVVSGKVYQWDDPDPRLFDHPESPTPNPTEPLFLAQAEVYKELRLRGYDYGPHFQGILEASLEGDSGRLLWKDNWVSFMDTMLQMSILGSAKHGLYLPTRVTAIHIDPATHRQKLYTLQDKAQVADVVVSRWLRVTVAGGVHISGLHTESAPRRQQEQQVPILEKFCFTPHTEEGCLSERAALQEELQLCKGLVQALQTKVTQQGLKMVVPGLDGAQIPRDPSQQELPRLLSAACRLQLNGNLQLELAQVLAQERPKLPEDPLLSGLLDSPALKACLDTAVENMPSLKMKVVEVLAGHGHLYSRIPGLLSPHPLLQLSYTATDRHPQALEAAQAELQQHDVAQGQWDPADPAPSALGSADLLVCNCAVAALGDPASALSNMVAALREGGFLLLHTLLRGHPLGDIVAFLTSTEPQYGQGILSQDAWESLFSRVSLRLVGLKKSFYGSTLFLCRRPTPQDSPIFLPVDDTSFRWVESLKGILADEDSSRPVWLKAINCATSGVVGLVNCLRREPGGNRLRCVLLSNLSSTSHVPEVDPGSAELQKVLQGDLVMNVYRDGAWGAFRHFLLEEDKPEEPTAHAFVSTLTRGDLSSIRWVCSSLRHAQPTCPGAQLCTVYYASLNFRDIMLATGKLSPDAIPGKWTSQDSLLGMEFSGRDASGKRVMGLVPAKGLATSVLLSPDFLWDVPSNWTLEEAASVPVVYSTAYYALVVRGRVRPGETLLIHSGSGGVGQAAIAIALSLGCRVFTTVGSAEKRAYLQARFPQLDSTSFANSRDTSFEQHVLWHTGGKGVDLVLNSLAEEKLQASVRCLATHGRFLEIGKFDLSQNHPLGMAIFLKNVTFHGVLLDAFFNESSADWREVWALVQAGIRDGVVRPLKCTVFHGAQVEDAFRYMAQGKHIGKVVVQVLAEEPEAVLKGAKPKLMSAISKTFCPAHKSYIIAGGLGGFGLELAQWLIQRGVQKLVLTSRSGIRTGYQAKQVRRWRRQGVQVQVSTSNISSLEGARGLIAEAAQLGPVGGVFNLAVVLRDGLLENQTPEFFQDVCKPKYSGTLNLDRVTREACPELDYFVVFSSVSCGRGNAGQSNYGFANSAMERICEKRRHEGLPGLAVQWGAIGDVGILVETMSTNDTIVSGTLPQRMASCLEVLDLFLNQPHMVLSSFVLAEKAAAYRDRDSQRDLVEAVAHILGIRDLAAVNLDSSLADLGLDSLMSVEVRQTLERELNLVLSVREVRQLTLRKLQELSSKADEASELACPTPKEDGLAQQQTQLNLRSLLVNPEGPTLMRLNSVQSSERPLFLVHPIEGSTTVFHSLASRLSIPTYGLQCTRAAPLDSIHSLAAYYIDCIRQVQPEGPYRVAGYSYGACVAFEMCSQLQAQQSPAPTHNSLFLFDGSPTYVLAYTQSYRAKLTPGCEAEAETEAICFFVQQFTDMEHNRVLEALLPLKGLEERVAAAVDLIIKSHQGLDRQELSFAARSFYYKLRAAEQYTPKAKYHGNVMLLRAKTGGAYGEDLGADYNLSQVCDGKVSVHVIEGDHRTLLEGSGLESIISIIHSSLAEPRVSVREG
PABP1 MLLE inh: inhibitors of PABP1 MLLE–PAM2 peptide binding, primary screen, biochemical, fluorescence polarization, FITC-PAM2, GST-MLLE | Polyadenylate-binding protein 1 (Homo sapiens), P11940 | inhibition, % at 20 µM | 360,000 tested, 0.36% active; in the data active means inhibition above about 35%, passing the limit was not always enough;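 further: plate controls were DMSO wells with GST-MLLE for no effect and wells lacking GST-MLLE protein for full effect; some results filed as inactive read as strong as hits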
eLon inh: inhibitors of E. coli Lon protease, primary screen, biochemical, fluorescence polarization; 360,000 tested, 0.42% active; purified E. coli Lon protease; inhibition, % at 7.94 µM; P0A9M0; in the data active means inhibition above about 13%, passing the limit was not always enough;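 further: 0% = enzyme with probe and DMSO and 100% = no enzyme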
NRP1-CendR mod: modulators of CendR peptide binding to NRP-1, primary screen, biochemical, fluorescence polarization, uHTS; Neuropilin-1 (Homo sapiens), O14786; FAM-RPARPAR peptide binding to NRP-1; inhibition, % at 25 µM; 360,000 tested, 0.85% active; AID 602438, 2012;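 active means inhibition or corrected inhibition above about 18%, plus a signal ratio from 0.5 to 1.5, limit read from the data, passing the limit was not always enough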; further: strong numbers were not always called active
MT1-MMP act inh: blockers of MT1-MMP proenzyme processing, primary screen, HT1080 RFP-PRO-GFP cells, GFP/RFP fluorescence; GFP/RFP ratio fluorescence, overnight; percent of plate control window, DMSO zero; 360,000 tested, 0.061% active; Matrix metalloproteinase-14 (Homo sapiens), P50281; GFP/RFP ratio change, % at 20 µM;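 active means GFP/RFP ratio change of at least 30% with cell ATP level not reduced by more than half and red fluorescence within 50% of control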; further: strong numbers were not always called active
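Assay system – RFP-PRO-GFP reporter HT1080 cells · Compound dosing – single dose of 20 µM compound, 1% DMSO final · Incubation – overnight compound exposure at 37 °C · Measure – GFP/RFP fluorescence ratio · Benchmarks – DMSO wells and RFP-L50D-GFP cells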
* = called active by the depositor; / = not tested or not shown. No enrichment for hits. Share with any hit: about 4%.

SMILES	bovine MsrA act	SKN-1 inh	MsrA inhibitor	Tb MetRS inh	FAS TE block	PABP1 MLLE inh	eLon inh	NRP1-CendR mod	MT1-MMP act inh
COc1ccc(-c2cc(C(=O)N/N=C/c3cccnc3)c3ccccc3n2)c(OC)c1	-4	-8	1.4	-0.6	-4	4	-5	-8	2
O=C(CNC(=O)OCc1ccccc1)NCC(=O)N1CCCC1C(=O)OCc1ccccc1 (centres undefined)	2	9	0.7	0.3	1	-6	5	14	2
Cc1cc(OCc2nc(-c3cccs3)no2)cc(C)c1Cl	-2	-1	-0.5	-0.7	28	-1	-1	-2	-2
COc1ccc(N(CC(=O)NCc2ccco2)S(C)(=O)=O)cc1	0	12	-0.9	-0.1	-6	-4	0	-11	5
Cc1nc(Cc2nnc(SCC(=O)N3CCN(c4ccc(O)cc4)CC3)o2)cs1	-1	-9	2.9	-0.2	-7	-13	-9	-12	-1
Cc1cccc(/C=C(\C(=O)O)c2ccc(S(=O)(=O)N3CCCC3)s2)c1	-13	-3	0.2	-0.3	-4	-4	1	-20	8
CN(C(=O)c1cnccn1)c1nnc(-c2cnccn2)s1	-5	-15	2.3	-0.2	-7	1	-11	0	3
O=C(c1ccccc1)c1cc(-c2ccccc2)on1	3	16	2.6	-0.8	16	-11	2	11	10
O=C(Nc1nnc(SCc2ccccc2)s1)c1cc2c(s1)CCCC2	0	3	1.3	0.0	-5	-51	-2	11	-3
Clc1cccc(OCCOCCN2CCNCC2)c1Cl	1	11	0.3	-0.1	-6	3	0	-8	0
O=C(Nc1nnc(S(=O)(=O)N2CCCCC2)s1)c1ccccc1Br	-2	57	1.2	-0.6	-5	8	-11	5	8
CC1CCC(NC(=O)CCN2C(=O)C3C4C=CC(C4)C3C2=O)CC1 (centres undefined)	-1	14	-0.5	-0.4	-4	1	9	-6	5
O=C(Nc1ccc(Cl)cn1)c1cc(S(=O)(=O)N2CCCCC2)ccc1Cl	-4	7	-1.8	-0.3	9	8	-4	4	2
COc1ccc(C(C)=O)cc1Cn1c(C)c(C(=O)NCc2cccc(C)c2)sc1=O	-1	6	0.7	-0.4	16	-10	1	-24	15
Cc1ccc(OCC(=O)N2CCN(C3=NS(=O)(=O)c4ccccc43)CC2)cc1	-2	5	3.0	-0.2	-4	0	-2	-5	3
COc1ccc(-c2nn(C)c3sc(C(=O)NCc4ccco4)cc23)cc1OC	-1	14	0.7	-0.2	3	-4	2	-11	0
O=c1c2c([nH]c3ccccc13)CCC2	0	18	0.5	0.3	-2	8	-6	1	-2
COc1ccc(NC(=O)c2cc(-c3ccc4c(c3)OCO4)on2)cc1OC	-6	14	-0.5	-0.7	-4	12	-2	2	3
COc1cccc(-c2csc(N3CCN(Cc4ccccc4)CC3)n2)c1	-1	3	-0.4	0.5	15	24	5	-1	-6
COc1ccc(NC(=O)CN(C)C(=O)Cc2c(C)nc3ccccc3c2C)cc1	-3	-1	-0.4	-0.2	-2	-3	-8	-25	-11
CCc1nc(Nc2ccccc2)c2oc3ccccc3c2n1	-2	-16	-0.8	0.2	14	-7	1	-4	3
CNC(=O)/C=C1\NC(C)(C)Cc2ccccc21	-1	6	-0.9	0.1	-6	26	-1	-10	-3
C=CCC[C@@H](Cc1ccc(F)cc1)C(=O)OC[C@@H](NC(=O)[C@@H](CC=C)CC(=O)N(CCO)Cc1ccccc1)c1ccccc1	0	14	1.3	0.2	20	-2	-2	1	-31
Cc1cc2nc(-c3ccc(SCC(=O)N4CCc5ccccc54)nc3)[nH]c2cc1C	-1	23	/	0.4	2	-5	13	-35	3
O=C(COc1ccc(Br)cc1)Nc1nnc(C2CC2)s1	-6	-1	0.7	-0.4	0	14	6	11	-4
CCn1c(SCC(=O)N2CCCC2)nnc1-c1ccc(N)cc1	-1	-23	0.6	-0.8	-3	-143	-5	6	-1
CN(C)C(CNS(=O)(=O)c1ccc(Cl)cc1)c1cccnc1 (centres undefined)	0	-3	1.6	-0.6	-7	-5	0	-1	3
CCN(CC)C(=O)c1ccccc1NC(=O)CN1C(=O)c2ccccc2C1=O	-3	6	-0.4	-0.5	-5	-1	-6	-3	-1
CCCc1c(O)nc(SCC(=O)NCCc2ccc(OC)c(OC)c2)[nH]c1=O	-2	-8	-0.8	-0.6	-8	15	-9	12	1
O=C(CN1CCN(Cc2ccccc2)CC1)N1CCCc2c1c(=O)oc1ccc(O)cc21	-2	14	0.2	-0.3	4	7	6	-3	-2

Ten successive entries from above, for reference:
SMILES	bovine MsrA act	SKN-1 inh	MsrA inhibitor	Tb MetRS inh	FAS TE block	PABP1 MLLE inh	eLon inh	NRP1-CendR mod	MT1-MMP act inh
CCc1nc(Nc2ccccc2)c2oc3ccccc3c2n1	-2	-16	-0.8	0.2	14	-7	1	-4	3
CNC(=O)/C=C1\NC(C)(C)Cc2ccccc21	-1	6	-0.9	0.1	-6	26	-1	-10	-3
C=CCC[C@@H](Cc1ccc(F)cc1)C(=O)OC[C@@H](NC(=O)[C@@H](CC=C)CC(=O)N(CCO)Cc1ccccc1)c1ccccc1	0	14	1.3	0.2	20	-2	-2	1	-31
Cc1cc2nc(-c3ccc(SCC(=O)N4CCc5ccccc54)nc3)[nH]c2cc1C	-1	23	/	0.4	2	-5	13	-35	3
O=C(COc1ccc(Br)cc1)Nc1nnc(C2CC2)s1	-6	-1	0.7	-0.4	0	14	6	11	-4
CCn1c(SCC(=O)N2CCCC2)nnc1-c1ccc(N)cc1	-1	-23	0.6	-0.8	-3	-143	-5	6	-1
CN(C)C(CNS(=O)(=O)c1ccc(Cl)cc1)c1cccnc1 (centres undefined)	0	-3	1.6	-0.6	-7	-5	0	-1	3
CCN(CC)C(=O)c1ccccc1NC(=O)CN1C(=O)c2ccccc2C1=O	-3	6	-0.4	-0.5	-5	-1	-6	-3	-1
CCCc1c(O)nc(SCC(=O)NCCc2ccc(OC)c(OC)c2)[nH]c1=O	-2	-8	-0.8	-0.6	-8	15	-9	12	1
O=C(CN1CCN(Cc2ccccc2)CC1)N1CCCc2c1c(=O)oc1ccc(O)cc21	-2	14	0.2	-0.3	4	7	6	-3	-2

(more compounds)
SMILES	bovine MsrA act	SKN-1 inh	MsrA inhibitor	Tb MetRS inh	FAS TE block	PABP1 MLLE inh	eLon inh	NRP1-CendR mod	MT1-MMP act inh
CCOC(=O)C1=C(COC(=O)c2cccc(Br)c2)NC(=O)NC1C (centres undefined)	-2	5	-1.4	-0.3	-6	3	-8	1	1
COC(=O)c1cc(Br)c(=O)n(CCN(C(C)C)C(C)C)c1	1	11	-0.2	-0.3	-4	-7	-6	-4	2
O=C(NCc1ccccc1)C1CCCN1S(=O)(=O)c1cccc2cccnc12 (centres undefined)	-1	13	0.4	-0.2	0	17	-2	8	-4
Cc1cc(N2CCN(C)CC2)nc2ccc(NC(=O)CCC(=O)NCCC(C)C)cc12	-4	-10	2.0	-0.6	-4	11	0	0	-5
Cc1cc(NC(=O)CS(=O)(=O)c2cn(Cc3cccc(Cl)c3)c3ccccc23)no1	0	24	0.5	-0.7	12	-2	-5	-11	-1
O=C(O)C(c1ccccc1)C1(O)CCCCC1 (centres undefined)	-2	-5	1.0	-0.6	-4	-12	3	-1	1
COc1ccc(N2CCN(CC(=O)Nc3cc(C)on3)CC2)cc1	-1	2	0.0	-0.6	-8	0	-8	8	0
CCC(C(=O)OC)n1c(-c2ccccc2)nc2ccccc2c1=O (centres undefined)	-7	-9	0.3	-1.1	11	21	-2	6	-3
COC1c2ccccc2C(=O)N1CCc1ccc(Cl)cc1 (centres undefined)	-3	16	0.7	-1.0	2	11	-1	-7	-1
COc1ccc(Cl)cc1NC(=O)c1cc(S(=O)(=O)N2CCCC2)cn1C	-10	-8	0.0	-1.3	2	5	-21	-14	-3
COc1ccc(C(C[N+](=O)[O-])C2(c3ccc(OC)c(OC)c3)C(=O)c3ccccc3C2=O)cc1 (centres undefined)	-14	3	/	-1.6	23	9	3	-5	10
O=c1[nH]c(Cc2ccccc2Cl)nc2ccccc12	-6	-2	1.6	-1.7	0	6	-10	9	-1
Cc1c[n+]([O-])n(-c2ccc(C(=O)O)cc2)n1	-9	-1	0.3	-1.8	-9	10	-7	-2	-2
O=c1c(Cl)c(NCCO)ncn1-c1ccccc1	-12	-33	0.2	-1.0	-8	-1	-2	9	4
CC(=O)NC(NC(=S)Nc1ccccc1Br)C(Cl)(Cl)Cl (centres undefined)	-1	-10	1.4	-1.3	-4	18	-6	-3	0
N/C(=N\NS(=O)(=O)c1ccccc1)c1ccccn1	-4	0	0.0	0.1	-5	6	6	-18	1
O=C1CC(c2ccccc2)CC(O)=C1C=NCc1ccccc1Cl (centres undefined)	0	7	-0.5	-0.3	-30	3	2	-2	3
CC1(C)CC(=O)c2cc(OCC(=O)NCCCN3CCN(c4ccc(F)cc4)CC3)ccc2O1	-1	0	-1.6	-0.3	-2	8	1	-6	-1
CC1(C)ON=C(c2cccc(F)c2)NC1=O	0	-7	-1.1	-0.9	-3	-13	10	-9	9
CCOC(=O)C1CCN(C(=O)COc2ccc3c(C)cc(=O)oc3c2)CC1	-5	-12	1.2	-0.1	4	0	-6	-9	1
Nn1c(SCc2ccccc2F)nnc1-c1ccccn1	-5	-13	0.6	-0.3	1	-8	3	5	3
Cc1cc(=O)oc2cc(OCc3nnc(-c4ccccc4Br)o3)ccc12	-2	8	-0.9	-0.7	21	1	3	-1	-1
COC(=O)c1cc(N2C(=O)C3C4C=CC(CC4)C3C2=O)ccc1Cl (centres undefined)	-15	-20	-0.5	-1.5	-4	0	6	-3	-8
Cc1ccc(NC(=S)/N=C(\N)Nc2nc(C)c3cc(C)c(C)cc3n2)cc1C	-2	4	0.1	-0.3	13	33	-8	-4	-2
COC(=O)C(Cc1ccc(OC(=O)c2ccc(Cl)cc2)cc1)N1Cc2ccccc2C1=O (centres undefined)	-7	-13	1.4	0.5	24	0	-5	2	-1
CCOc1ccc2nc(NC(=O)c3ccc(C)o3)sc2c1	-11	-6	0.9	-1.9	1	1	9	0	5
